# FXIa inh – blocks human coagulation factor XIa activity. P03951. purified human FXIa, fluorogenic AMC substrate cleavage. inhibition, % at 10 µM. 0.3% of 33,000 active;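 active means inhibition above 40% in the primary screen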;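 further: 0% = enzyme without compound and 100% = blank wells lacking enzyme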
# Target sequence (P03951 19-387 limits assumed): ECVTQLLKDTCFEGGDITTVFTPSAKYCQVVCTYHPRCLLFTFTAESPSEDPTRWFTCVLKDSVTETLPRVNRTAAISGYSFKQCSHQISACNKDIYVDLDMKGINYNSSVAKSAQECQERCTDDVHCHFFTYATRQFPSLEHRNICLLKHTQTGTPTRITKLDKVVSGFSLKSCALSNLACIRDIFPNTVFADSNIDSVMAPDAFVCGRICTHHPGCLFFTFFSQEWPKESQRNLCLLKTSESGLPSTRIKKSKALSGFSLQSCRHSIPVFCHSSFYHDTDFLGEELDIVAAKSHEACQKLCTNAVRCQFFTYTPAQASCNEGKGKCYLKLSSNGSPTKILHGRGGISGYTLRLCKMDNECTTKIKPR
# Target sequence (P03951 388-625 limits assumed): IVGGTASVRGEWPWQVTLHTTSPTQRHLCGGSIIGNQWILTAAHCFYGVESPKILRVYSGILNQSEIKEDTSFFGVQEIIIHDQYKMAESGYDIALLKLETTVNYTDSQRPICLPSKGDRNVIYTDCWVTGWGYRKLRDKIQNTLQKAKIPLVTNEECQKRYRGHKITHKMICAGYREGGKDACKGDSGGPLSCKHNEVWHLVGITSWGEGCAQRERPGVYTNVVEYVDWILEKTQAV
# FXIIa single – blocks human coagulation factor XIIa activity. purified human FXIIa, AMC substrate fluorescence, 2 h. inhibition, % at 10 µM. 0.2% of 33,000 active; in the data active means inhibition above about 30%;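 further: 0% = enzyme with vehicle only and 100% = no enzyme blank; many of its hits are not listed in these tables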
# The depositor's hits bear a star.
SMILES,FXIa inh,FXIIa single
CC1CCC2(CC1)NC(=S)N(c1ccccc1)N2 (stereo unspecified),-7,5
O=P(O)(CP(=O)(c1ccccc1)c1ccccc1)c1ccccc1O,-3,7
CN1C(=O)CSc2ccc(NC(=O)NCCC3=CCCCC3)cc21,-2,-1
COCCn1c(SCC(=O)N2CCCC2)nnc1-c1ccoc1C,-2,7
CCOC(=O)c1c(C)n(OC)c2ccc3c(no[n+]3[O-])c12,-7,12
Cc1ccc(-n2nc(C)c3c(C)cc(=O)[nH]c32)cc1,-1,-5
Clc1ccc(-c2nnc(N3CCCC3)nn2)cc1,-2,4
COC(=O)c1c(C(=O)OC)c2oc3ccccc3n2c1Cl,-1,2
Cn1c(C(O)c2ccc3c(c2)OCO3)nc2ccccc21 (stereo unspecified),7,1
Cc1cccc(C(=O)N2CCCN(C(=O)c3cccc(C)c3)CC2)c1,-12,2
Cc1ccc(SCCC(=O)NC(C)C)cc1,0,1
COCCOC(=O)C1=C(C)NC(=O)NC1c1cn(-c2ccccc2)nc1-c1cccs1 (stereo unspecified),1,4
Cc1cc2c3c(c1)C1(C(=O)N3C(C)(C)CC2C)C(C#N)=C(N)OC2=C1C(=O)CC(C)(C)C2 (stereo unspecified),-1,2
Clc1ccc(-c2nnc(SCc3nc4ccccc4[nH]3)o2)c(Cl)c1,-4,3
O=S(=O)(NCC(c1cccnc1)N1CCN(c2ccccc2)CC1)c1cccs1 (stereo unspecified),8,13
Oc1ccccc1C1=NOC(O)(C(F)F)C1 (stereo unspecified),2,3
CCN(CC)CCN1C(=O)C(=O)/C(=C(/O)c2cnn(-c3ccccc3)c2C)C1c1cccnc1 (stereo unspecified),3,12
CCC(C)C(NC(=O)c1ccccc1NC(=O)c1ccco1)C(=O)O (stereo unspecified),-6,5
O=C(O)c1cc2ccccc2c(=O)s1,4,8
O=C(C1CCC1)N1CCc2cc(S(=O)(=O)N3CCc4ccccc4C3)ccc21,-8,0
Cn1c(=O)c2c(nc(CN3CCN(C(=O)c4ccco4)CC3)n2Cc2ccccc2F)n(C)c1=O,-1,1
O=C(NCc1ccccc1Cl)c1cnc2n(c1=O)CCS2,8,4
CCOC(=O)N/N=C\c1ccc([N+](=O)[O-])o1,0,5
Cc1nc2ccccc2nc1CSc1nnc(N)s1,-10,9
Clc1ccc(Sc2cnc3ccccc3n2)cc1,6,5
COn1c(SC(C)C)nc2ccccc2c1=O,-2,3
CCCCn1c(=NC(=O)c2cccnc2)c(C#N)cc2c(=O)n3cccc(C)c3nc21,15,-33
CCC(C)NC(=O)c1ccccc1NC(=O)c1ccccc1N(C)S(C)(=O)=O (stereo unspecified),-5,10
Cc1ccc(C(=O)Nc2cc(Cl)ccc2N2CCCCC2)s1,-2,4
COc1ccc(CCNC2=C(Cl)C(=O)N(CCc3ccccc3)C2=O)cc1OC,6,5
O=C(CN1C(=O)c2cccc3cccc1c23)Nc1ccc(S(=O)(=O)Nc2nccs2)cc1,-2,2
COc1ccc(C(C)=O)cc1CSCCC#N,17,-7
COCC(C)n1c(C)cc(C(=O)CSc2nnc(N)s2)c1C (stereo unspecified),-7,2
CCCCc1nc(S(=O)(=O)c2ccc(Cl)cc2)c(N2CCOCC2)o1,5,-15
CC(C)N1C2OC(C3OC4C(O3)N(C(C)C)S(=O)(=O)N4C(C)C)OC2N(C(C)C)S1(=O)=O (stereo unspecified),8,7
O=C(CSc1nnc(-c2ccc(NS(=O)(=O)c3ccccc3)cc2)o1)NCC1CCCO1 (stereo unspecified),5,2
O=S(=O)(NCC(c1cccnc1)N1CCN(c2ccccc2F)CC1)c1cccs1 (stereo unspecified),5,7
Cc1cccc2cc(C(c3nnnn3C(C)(C)C)N(Cc3ccco3)CC3CCCO3)c(=O)[nH]c12 (stereo unspecified),3,3
CCOC(=O)C1CCN(Cc2cn[nH]c2-c2ccccc2)CC1,-1,8
CNC(=O)CSc1nc2nc(C)cc(C)n2n1,6,9
COc1cc(C)c(Cl)cc1S(=O)(=O)n1ccnc1C,0,12
S=C1NCCOCCOCCOCCOCCN1,5,9
Cc1ccc(-c2cc(-c3ccccc3C)[nH]n2)c(O)c1,1,8
COc1ccc(-c2c(C)n([O-])c3c([n+]2=O)CCCC3)c(OC)c1,1,7
COC(=O)c1ccsc1NC(=O)CSc1nnnn1-c1ccccc1SC,3,-4
Cc1cc2ccccc2n1CCNC(=O)Cc1cccc2ccccc12,0,1
O=C(NCc1ccc2c(c1)OCO2)C1CCN(Cc2cnn(-c3ccccc3)c2-n2cccc2)CC1,0,3
Cc1ccc(-c2nnc(N(C)C(=O)c3cccnc3)s2)cc1,11,8
Nc1cc(S(=O)(=O)C(F)(F)F)ccc1C(=O)O,-4,-1
COc1ccc(NC(=O)CN(C)S(=O)(=O)c2ccc(Cl)cc2)cc1Cl,5,4
CSc1n[nH]c(NCc2ccccc2)n1,-9,10
COc1cc(NC(=O)CSc2ncnc3c2cnn3Cc2ccccc2)cc(OC)c1,-7,7
Cc1cc(C)c(S(=O)(=O)NCCn2ccc3ccccc32)c(C)c1,5,3
Cc1ccc(N2C(=S)N=C(Nc3ccccc3C)C23CCOC(C)(C)C3)cc1 (stereo unspecified),-2,5
CSc1nnc2n(Cc3ccccc3)c(=O)c3c4c(sc3n12)COC(C(C)C)C4 (stereo unspecified),-11,8
COc1ccc(C(=O)N2CCCC(C(=O)N3CCCCCC3)C2)cc1 (stereo unspecified),1,6
O=C1CC(SC(=NCc2ccc3c(c2)OCO3)Nc2ccccc2)C(=O)N1c1ccccc1 (stereo unspecified),0,-4
Cn1c(=O)n(CC(=O)NCc2cccnc2)c2ccccc21,1,3
O=C(O)c1cccc(NS(=O)(=O)c2ccc3nnn(O)c3c2)c1,-8,5
COc1cccc(NC(=O)CC2SC(=Nc3ccccc3)NC2=O)c1 (stereo unspecified),2,4

# The list goes on:
SMILES,FXIa inh,FXIIa single
COCc1cc(=O)n2[nH]c(-c3ccsc3-n3c(C)ccc3C)cc2n1,2,-6
O=C(CCCCCN1C(=O)CCC1=O)Nc1ccc2c(c1)OCCO2,5,3
COC(=O)c1ccccc1NS(=O)(=O)c1ccc(F)cc1,-3,6
O=C(CN(c1ccccc1F)S(=O)(=O)c1ccccc1)N1CCCCCC1,0,7
Cn1cc(CC(=O)N2CCN(c3ccccc3F)CC2)c2ccccc21,-11,-13
COc1cccc(S(=O)(=O)N2CCOCC2)c1,16,-8
CC(C)C(=O)Nc1nnc(SCC(=O)NCc2cccs2)s1,8,1
Cc1ccc(-c2csc(NC(=O)c3ccc(-c4ccccc4)cc3)n2)o1,5,7
O=Cc1ccc2noc(-c3ccc(Cl)cc3)c2c1,14,-14
O=C1c2ccccc2COc2ccc(O)cc21,6,5
COc1ccc(OCC(O)Cn2ccnc2C)cc1 (stereo unspecified),-2,-13
COCCN(CCOC)C(=O)CCn1c(=O)oc2ccccc21,-5,-1
Cc1ccc(N2CCN(c3ccc(C)cc3)C2c2cccnc2)cc1,10,15
CC(C)CC(=O)Nc1cccc(-c2cn3ccsc3n2)c1,-2,7
COc1cc2c(cc1NC(=O)C1CCCO1)oc1ccccc12 (stereo unspecified),-3,1
CCN(CC)CCP(=O)(c1ccccc1)c1ccccc1,-1,3
O=C1CC(c2ccccc2)Cc2nc(N3CCc4ccccc4C3)ncc21 (stereo unspecified),3,5
CCOc1ccc(C)cc1S(=O)(=O)NC1CCCCC1,5,5
COc1ccc(C2=NOC3(CC(=O)N(c4ccc(Cl)cc4)C3=O)C2)c(OC)c1 (stereo unspecified),28,-14
S=c1[nH]nc(COc2ccc3c(c2)OCO3)n1-c1ccccc1,4,6
Cc1ccc(C(=O)NC2CCCCC2)cc1,9,5
Cc1ccc2c(CC(=O)NCC3COc4ccccc4O3)coc2c1 (stereo unspecified),-2,0
N#Cc1cn(Cc2ccccc2)c2ccccc12,2,7
O=C(Nc1nnc(C2CC2)s1)C1Cc2ccccc2CN1S(=O)(=O)c1ccccc1F (stereo unspecified),0,3

# Four entries drawn at random from the list so far:
SMILES,FXIa inh,FXIIa single
CC(C)CC(=O)Nc1cccc(-c2cn3ccsc3n2)c1,-2,7
COc1ccc(C2=NOC3(CC(=O)N(c4ccc(Cl)cc4)C3=O)C2)c(OC)c1 (stereo unspecified),28,-14
O=C(Nc1nnc(C2CC2)s1)C1Cc2ccccc2CN1S(=O)(=O)c1ccccc1F (stereo unspecified),0,3
Cc1ccc(N2CCN(c3ccc(C)cc3)C2c2cccnc2)cc1,10,15

# Carrying on.
SMILES,FXIa inh,FXIIa single
CCOC(=O)CSc1snnc1-c1ccccc1,1,2
CCOc1ccc(CSC(=N)N)cc1[N+](=O)[O-],-9,22
CC(Cc1cccs1)NC(=O)Nc1cccc(Cl)c1 (stereo unspecified),5,4
COc1cc(C)c(CNc2cc(C)cc(C)c2)cc1C,12,4
CSCCC(CO)NC(=O)OCc1ccccc1 (stereo unspecified),-3,7
CCOc1ccc(Nc2nc(Cc3nnc(SCC(=O)c4ccc(C)cc4)o3)cs2)cc1,-6,8
Cc1cc(C)nc(Nc2n[nH]c(COc3ccc4ccccc4c3)n2)n1,-1,6
O=c1c(-c2ccco2)[n+]([O-])c2ccccc2n1OCc1ccccc1,-7,12
CCCCNC(=O)C1CCCN(S(=O)(=O)c2ccc(-n3cnnn3)cc2)C1 (stereo unspecified),2,7
CCCCOC(=O)Nc1cccc(C(=O)OCC)c1,27,-11
Cc1nn(Cc2ccccc2)c(=O)n1N(C)c1ncc(C(F)(F)F)cc1Cl,19,-12
CCOc1cc(-c2cc(-c3ccc(C)cc3)nc(N)c2C#N)ccc1O,-10,-3

# Complete entries, quoted from the list. Order of values: FXIa inh | FXIIa single
# Cc1ccc(N2C(=S)N=C(Nc3ccccc3C)C23CCOC(C)(C)C3)cc1 (stereo unspecified) in the list: -2 | 5
# Cc1cc(C)nc(Nc2n[nH]c(COc3ccc4ccccc4c3)n2)n1 in the list: -1 | 6
# COc1cccc(NC(=O)CC2SC(=Nc3ccccc3)NC2=O)c1 (stereo unspecified) in the list: 2 | 4
# O=C(CN1C(=O)c2cccc3cccc1c23)Nc1ccc(S(=O)(=O)Nc2nccs2)cc1 in the list: -2 | 2

# Following part
SMILES,FXIa inh,FXIIa single
CN(c1ccc(C(=O)O)cc1)S(=O)(=O)c1ccc(Cl)cc1,-4,2
CC(NC(=O)c1cc2c(s1)CCCC2)C(C)(C)C (stereo unspecified),-7,14
Cc1cc(C)nc(Nc2ncc(O)n2-c2ccccc2)n1,7,7
CCOC(=O)c1cc2sccc2n1CC(=O)O,-8,11
CCc1onc(C)c1C(=O)Nc1cc(C)ccc1OC,4,3
O=C1OCc2cc(NS(=O)(=O)c3cccs3)ccc21,0,4
CCN1C(=O)CSc2ccc(C(=O)NCc3ccc(OC)cc3)cc21,0,4
O=C(Nc1nnc(C2CCCO2)s1)c1ccc(Br)cc1 (stereo unspecified),27,-14
Cn1c(SCC(=O)Nc2nc3ccccc3s2)nnc1-c1ccccc1,-7,3
CCCn1c(N)c(N2CCCCC2)c(=O)n(CC(=O)Nc2ccccc2)c1=O,30,-14
COc1cccc(CNC(=O)c2cc3c(C)nc4ccccc4c3o2)c1,8,15
Cc1ccc(Nc2cnn(C34CC5CC(CC(CC(=O)O)(C5)C3)C4)c(=O)c2Cl)cc1C,-3,4
CCCNC(=O)CN(c1ccc(F)cc1)S(=O)(=O)c1ccc2c(c1)OCCO2,-6,8
COc1ccccc1NC(=O)CNC(=O)c1ccccc1,3,3
CCn1c(COc2cccc(C)c2)nnc1SCC(=O)Nc1cccc(C(=O)OC)c1,-2,4
CCOC(=O)N1CCN(CC(O)COCc2ccc(Cl)cc2)CC1 (stereo unspecified),-6,8
CN(C)c1ccc(C(=S)N2CCCCCC2)cc1,6,3
CCCC(C(=O)O)N1C(=O)/C(=C2\C(=O)N(C)c3ccccc32)SC1=S (stereo unspecified),37,-9
Cc1cccc2cc(CN(CCN3CCOCC3)C(=O)NCc3ccccc3)c(=O)[nH]c12,-4,1
COc1ccc(NC(=O)c2ccccc2F)cc1Cl,5,1
COc1ccc(S(=O)(=O)CCC(=O)NCCc2ccc(S(N)(=O)=O)cc2)cc1,-5,5
Cc1oc(C(C)(C)C)cc1C(=O)N1CCCC1C(=O)O (stereo unspecified),-2,0
CC(C)CC(=O)Nc1nc(=S)ss1,2,5
O=C(NCc1ccccc1F)c1ccc2c(c1)OCO2,0,6

# Ordered by the number under FXIIa single (smallest number first): some entries from above
SMILES,FXIa inh,FXIIa single
CCc1onc(C)c1C(=O)Nc1cc(C)ccc1OC,4,3
Clc1ccc(-c2nnc(N3CCCC3)nn2)cc1,-2,4
CC(NC(=O)c1cc2c(s1)CCCC2)C(C)(C)C (stereo unspecified),-7,14

# (cont.)
SMILES,FXIa inh,FXIIa single
COc1cccc(-c2cc3nc4c(c(N5CCC6(CC5)OCCO6)n3n2)CCCC4)c1,3,1
Cc1ccc(OC(=O)COc2ccccc2)c(-n2nc3ccccc3n2)c1,-4,10
Cn1c(SCc2c(Cl)cccc2Cl)nnc1-c1cccs1,6,5
O=C(O)CCCCCCC1C(=O)NC(=O)N1CCC(O)C1CCCCC1 (stereo unspecified),8,5

# An excerpt from above in order of length of the SMILES, descending:
SMILES,FXIa inh,FXIIa single
Cc1ccc(Nc2cnn(C34CC5CC(CC(CC(=O)O)(C5)C3)C4)c(=O)c2Cl)cc1C,-3,4
COc1ccc(-c2c(C)n([O-])c3c([n+]2=O)CCCC3)c(OC)c1,1,7
Cc1ccc(-c2csc(NC(=O)c3ccc(-c4ccccc4)cc3)n2)o1,5,7
O=C(CN(c1ccccc1F)S(=O)(=O)c1ccccc1)N1CCCCCC1,0,7
Cn1c(SCC(=O)Nc2nc3ccccc3s2)nnc1-c1ccccc1,-7,3
Cn1c(=O)n(CC(=O)NCc2cccnc2)c2ccccc21,1,3

# Screening data (PubChem BioAssay)

# Some of the compounds tested, so the mix of outcomes need not match the whole.
